Assay outcomes from PubChem.
POLK inh: qHTS for Inhibitors of Polymerase Kappa; purified Pol kappa, fluorescent DNA synthesis assay, 10 min; Potency, µM (series often up to 107 µM), without a hit: at the top dose activity, negative = inhibition, actives largely listed as inhibitors; actives 0.53% (n = 400,000); further: potency means the concentration at half of the fitted maximal effect; on the % scale 0 is the no-effect control and ±100 the full control effect
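Inhibition of 10 nM Pol kappa is measured by a fluorescent read-out at 0 and 10 min following addition of 50 nM substrate (final), with a 15-min room-temperature compound preincubation.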
POLB inh: qHTS Assay for Inhibitors of DNA Polymerase Beta | P06746 | actives 1.3% (n = 340,000) | Pol beta primer extension/strand displacement, fluorescence kinetic | AID 485314, 2010 | Potency, µM (highest dose often 114 µM), without a hit: at the highest dose activity change, negative = inhibition, actives largely listed as inhibitors; further: potency means the concentration at half of the fitted maximal effect; on the % scale 0 is the no-effect control and ±100 the full control effect
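10 nM enzyme + cpd, 15 min RT; start with substrate 50 nM final; read 0 min and after 10 min RT. Corrected, normalized data; 4-parameter Hill curve fit.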
APEX1 inh: qHTS Assay for Inhibitors of the Human Apurinic/apyrimidinic Endonuclease 1 (APE1). DNA repair nuclease/redox regulator APEX1 (Homo sapiens), P27695. recombinant APE1, TAMRA/BHQ-2 abasic DNA cleavage fluorescence. Potency, µM (doses to about 65.8 µM), without a hit: top-dose activity change, negative = inhibition, actives largely listed as inhibitors. actives 0.35% (n = 350,000);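 further: potency means the concentration at half of the fitted maximal effect; plate controls were vehicle for no effect and reference inhibitor for full effect; nearly all actives have a fitted effect of over 55% in size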
Target sequence (P27695 whole entry, looked up): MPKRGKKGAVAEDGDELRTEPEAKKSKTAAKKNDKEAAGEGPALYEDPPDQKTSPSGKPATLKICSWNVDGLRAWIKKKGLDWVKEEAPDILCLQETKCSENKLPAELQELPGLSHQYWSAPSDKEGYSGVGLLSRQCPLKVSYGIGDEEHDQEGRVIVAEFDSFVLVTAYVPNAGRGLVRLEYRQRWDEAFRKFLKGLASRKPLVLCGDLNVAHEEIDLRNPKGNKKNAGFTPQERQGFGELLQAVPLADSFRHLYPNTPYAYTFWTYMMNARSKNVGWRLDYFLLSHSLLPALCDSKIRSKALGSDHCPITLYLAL
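Step 1: APE1 (0.75 nM) with compound, 15 min RT. Step 2: add 50 nM fluorophore/quencher THF duplex. Step 3: three fluorescence reads 60 s apart (525/598 nm); read 3 minus read 1 = reaction progress.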
Glioma ERSR ind: qHTS for Inducers of the Endoplasmic Reticulum Stress Response (ERSR) in Human Glioma: qHTS | U87-MG GRP78 promoter luciferase reporter, 16 h | Potency, µM, for the others: at the highest dose activation, actives largely listed as activators | actives 0.02% (n = 420,000); further: potency means the concentration at half of the fitted maximal effect; series mostly up to about 76 µM; % of control where 0% means no effect; nearly all actives have a fitted effect of over 35% in size
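Stably transfected U87-MG human glioma cells carrying a GRP78-based luminescent sensor were seeded at 1000 cells/well, pin-dosed with compounds and incubated 16 h. Luciferase reagent was then added, and end-point luminescence was read after 10 min at room temperature.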
Anesthetic bind: qHTS Assay for Identification of Novel General Anesthetics; AID 485281, 2010; apoferritin/1-aminoanthracene competitive binding, fluorescence; actives 0.074% (n = 350,000); Potency, µM (top dose mostly 77.5 µM), for the others: at the highest dose activity change, negative = displacement, most hits filed as inhibitors; further: potency means the concentration at half of the fitted maximal effect; on the % scale 0 is the no-effect control and ±100 the full control effect; nearly all actives have a fitted effect of over 20% in size
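Concentration-response curves derived by four-parameter Hill fitting of normalized fluorescence, where compounds displaced 1-AMA from 10 uM horse apoferritin following a brief 10 min room-temperature incubation; propofol titration acted as positive control.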
BLM helicase inh: qHTS Assay for Inhibitors of Bloom's syndrome helicase (BLM); recombinant BLM DNA unwinding, fluorescence dequenching; Potency, µM (series often up to 56.1 µM), for the others: top-dose activity change, negative = inhibition, hits mostly inhibitors; actives 0.2% (n = 350,000); AID 2528, 2010;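 further: potency means the concentration at half of the fitted maximal effect; plate controls were vehicle for no effect and no enzyme for full effect; nearly all actives have a fitted effect of over 35% in size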
Pol eta inh: qHTS for Inhibitors of Polymerase Eta | Potency, µM (doses to about 114 µM), without a hit: at the top dose activity change, negative = inhibition, usual class: inhibitors | DNA polymerase eta (Homo sapiens), Q9Y253 | AID 588591, 2011 | recombinant Pol eta, fluorescent DNA replication assay | actives 1.2% (n = 390,000); further: potency means the concentration at half of the fitted maximal effect; on the % scale 0 is the no-effect control and ±100 the full control effect
Target sequence (Q9Y253 whole entry, looked up): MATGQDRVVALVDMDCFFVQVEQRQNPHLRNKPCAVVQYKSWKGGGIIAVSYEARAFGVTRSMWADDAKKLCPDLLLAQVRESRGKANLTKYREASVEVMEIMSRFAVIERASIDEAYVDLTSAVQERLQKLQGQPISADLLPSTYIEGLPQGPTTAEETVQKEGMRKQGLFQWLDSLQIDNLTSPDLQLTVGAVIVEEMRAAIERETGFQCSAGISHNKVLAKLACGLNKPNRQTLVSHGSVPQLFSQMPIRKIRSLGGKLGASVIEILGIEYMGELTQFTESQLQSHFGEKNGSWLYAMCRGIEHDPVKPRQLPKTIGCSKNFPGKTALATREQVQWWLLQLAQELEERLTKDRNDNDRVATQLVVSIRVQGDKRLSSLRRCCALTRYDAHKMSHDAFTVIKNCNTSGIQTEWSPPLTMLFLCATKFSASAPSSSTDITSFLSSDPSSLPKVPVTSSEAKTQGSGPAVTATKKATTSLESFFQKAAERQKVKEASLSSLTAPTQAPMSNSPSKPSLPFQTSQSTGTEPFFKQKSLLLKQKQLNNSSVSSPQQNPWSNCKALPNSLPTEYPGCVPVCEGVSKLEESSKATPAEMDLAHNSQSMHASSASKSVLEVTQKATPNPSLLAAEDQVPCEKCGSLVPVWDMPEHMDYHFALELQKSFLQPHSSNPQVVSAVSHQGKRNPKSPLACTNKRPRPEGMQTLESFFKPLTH
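Pol eta (10 nM) was preincubated with compounds for 15 min at room temperature, after which fluorescent replication substrate (50 nM final) was added to start the reaction. Fluorescence was read kinetically at 0 and 10 min.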
LDHA block: qHTS assay for inhibitors of human lactate dehydrogenase; L-lactate dehydrogenase A chain (Homo sapiens), P00338; actives 0.15% (n = 480,000); AID 1347041, 2019; purified LDHA, NADH/diaphorase-resazurin fluorescence; active compounds read low; activity change, % (values are at about 110 or 230 µM); in the data active means activity change below about -30%; inconclusive means mostly about -25% to -30%;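 further: plate controls were DMSO wells for no effect and wells without enzyme for full effect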
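Resorufin fluorescence (ex540/em590), read at 0 and 20 min after diaphorase/resazurin addition, reports the NADH left after a 5 min room-temperature reaction of 2 nM human LDH5 with 0.06 mM NADH and 0.2 mM pyruvate.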
POLI inh: qHTS for Inhibitors of Polymerase Iota | DNA polymerase iota (Homo sapiens), Q9UNA4 | Pol iota fluorescent replication assay, 10 min | Potency, µM (highest dose often 115 µM), for the others: at the top dose activity, negative = inhibition, hits mostly inhibitors | actives 1% (n = 390,000) | AID 588590, 2011; further: potency means the concentration at half of the fitted maximal effect
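Fluorescent replication assay read twice, at 0 min and 10 min after adding 50 nM (final) substrate. Enzyme (10 nM) and compounds were first incubated 15 min at room temperature; enzyme-free buffer wells were negative controls.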
Numbers without * were called inactive; ? = inconclusive; . = not tested or not shown; & = joins results of further samples; [ ] = another dose, or the depositor's remark. Unless noted, the call rests on the fitted dose curve; in most records, active means well fitted curve in the direction sought with a large enough effect; inconclusive means small, poorly fitted or top-dose-only effect, or another doubt; inactive means no such curve, though single readings can be large; an effect the other way counts as inactive or inconclusive.

Compound	POLK inh	POLB inh	APEX1 inh	Glioma ERSR ind	Anesthetic bind	BLM helicase inh	Pol eta inh	LDHA block	POLI inh
Cc1ccc(C(=O)c2sc(Nc3ccccc3)c(C#N)c2N)cc1	-7%	?	-4%	-4%	-4%	-6%	?	-5	0%
Cc1nc(-c2ccc(C)c(N3CCN(C(=O)Nc4cccc(Cl)c4C)CC3)c2)no1	-4%[60.1 µM]	23%	.	-6%	-2%	-1%	4%	-1	6%
O=C(CN1C(=O)NC2(CCCC2)C1=O)NCCc1ccccc1	12%	.	-7%	-1%	.	.	-16%	-3	-4%
CCOC(=O)c1cnc2nc(COc3ccccc3)[nH]n2c1=O	1%	-9%	0%	0%	2%	-1%	-7%	-9	-1%
COC(=O)C1=C(C)NC(=O)NC1c1ccccc1 (centres undefined)	-3%	12%	0%	1%	-1%	4%	-4%	-7	5%
COc1ccc(OC)c(C2C3=C(CCCC3=O)NC3=C2C(=O)CCC3)c1	-14%	5%	1%	-3%	-5%	0%	10%	-4	12%
O=C(Nc1ccccc1N1CCCCC1)c1ccco1	-10%	7%	-1%	-2%	-23%	-4%	-15%	-3	9%
Cc1cc(C)c2nc(-c3ccccn3)cc(C(=O)NCc3ccco3)c2c1	?	40µM*	?	-5%	-23%	-7%	?	-5	?
O=S1(=O)CCO[C@H]2Cc3ccccc3[C@H]2N1Cc1ccccc1Br	0%&-11%	-12%	36%[activator]	-2%&-3%	-19%	-5%	-17%	-1	27%&3%
O=C(/C=C/c1ccc(Cl)cc1)NC(=S)Nc1ccc(C(=O)O)cc1	2%	-31%	?	-6%	0%	-3%	?	-7	6%
COc1ccc(C2CCCN2C(=O)Nc2ccccc2)cc1OC (centres undefined)	-7%	52%	-1%	-3%	0%	-9%	-4%	2	6%
COc1ccc(-c2c[n+]3c(n2-c2ccccc2)SCC3)cc1OC	-27%	?	-4%	-4%	-12%	5%	-22%	-5	32%[activator]
Cc1cc(C)nc(SCC(=O)N(C)C)n1	0%	8%	-5%	-5%	-6%	-3%	-10%	-10	41%[activator]
COc1cccc(O)c1CN1CCC(n2nccc2NC(=O)c2ccc3c(c2)OCO3)CC1	-5%	34%	10%	-5%	-7%	-6%	-22%	-2	25%
O=C1/C(=C/c2cccnc2)CCC/C1=C\c1cccnc1	4%	0%	3%	-12%	-4%	-9%	22µM*	-5	45µM*
COc1ccccc1N1CCN(C(=O)C2CCCN(S(=O)(=O)c3ccc(C)cc3)C2)CC1 (centres undefined)	-7%	.	14%	2%	.	.	1%	-6	-19%
COc1ccc(S(=O)(=O)Nc2cc(Cl)ccc2-n2cncn2)cc1	-6%	.	-1%	4%	.	.	-7%	-5	-4%
O=CC(=O)c1ccc(Br)cc1	-3%	.	.	5%	.	.	.	6	26%
CN1CCN(C(=O)c2cc(COc3ccc(F)cc3Cl)on2)CC1c1ccccc1 (centres undefined)	-11%	14%	16%	-2%	?	-12%	-17%	-5	?
COc1ccc(C(=O)N2CCC[C@@]3(CCN(C(=O)NC(C)C)C3)C2)cc1	-2%[60.1 µM]	.	21%	-1%	.	3%	.	.	.
O=C(O)c1ccccc1C(=O)N1CCN(S(=O)(=O)c2cccc(C(F)(F)F)c2)CC1	-17%	.	32%	-4%	.	.	-19%	-6	39%[activator]
COC(=O)CN1C(=O)N/C(=C/c2cc(Cl)c(OC)c(OC)c2)C1=O	0%	51%[activator]	14%	-2%	-12%	-4%	2%	-9	157%[activator]
Cc1cccc(OCCC(=O)Nc2ccc(N3CCOCC3)cc2N2CCOCC2)c1	-7%	.	-10%	-4%	.	.	-3%	0	-10%
Cc1ccc(C)c(-n2cc(CNC(C)Cn3cncn3)c(-c3ccccc3)n2)c1 (centres undefined)	-1%	-12%	1%	1%	-11%	-5%	-20%	-5	19%
COc1ccc(C2=NN(CC(=O)NCCc3ccc(OC)c(OC)c3)C(=O)CC2)cc1	-6%[60.1 µM]	-25%	.	-5%	?	0%	12%	-3	-18%
CC(=O)Nc1nonc1-c1nnc(SCC(=O)Nc2ccc(C)cc2)n1-c1ccccc1	2%	16%	.	-3%	-20%	-13%	-1%	-2	-17%
COc1ccc(-c2noc(CCC(=O)N3CCC(C)CC3)n2)cc1	0%	4%	0%	-1%	-24%	-11%	-6%	-3	-12%
O=C(NCc1ccccn1)c1cc(-c2ccccc2)on1	-11%	-1%	1%	2%	5%	-1%	0%	-13	-10%
Cc1ncc([N+](=O)[O-])n1CCOC(=O)c1ccccc1	-9%	42%	3%	-3%	-2%	3%	-16%	1	-4%
O=C(Nc1nc(-c2ccccn2)cs1)C1COc2ccccc2O1 (centres undefined)	-1%	1%	4%	1%	-5%	3%	-9%	4	2%
Clc1ccc2oc(-c3ccccn3)nc2c1	-13%	4%	-7%	-4%	-5%	3%	-13%	-6	5%
O=C(NC(=S)N1CCN(C2CCCCC2)CC1)c1ccccc1	-1%	23%	-2%	4%	-10%	-1%	-7%	-10	88%[activator]
CCNC(=O)CC1C(=O)N(c2ccc(F)cc2)C(=O)N1CCc1sccc1C (centres undefined)	5%	46%	2%	-5%	-3%	-1%	-18%	-1	29%
O=C(CSc1nc2ccccc2c(=O)n1CCCN1CCOCC1)Nc1cccc(S(=O)(=O)N2CCCCCC2)c1	-9%	-24%	-7%	-4%	1%	2%	-14%	-1	-7%
CCN(CC)S(=O)(=O)c1ccc(C(=O)OCn2c(SC)nnc(C)c2=O)cc1	-5%	-26%	0%	0%	4%	0%	-23%	1	2%
COc1ccc(NC(=O)c2ccc([N+](=O)[O-])o2)cc1	8%	15%	53%[activator]	?	-12%	-3%	-10%	1	21%
CCCN(C(=O)c1coc(=O)c2ccccc12)c1ccccc1C	8%	31%	.	-2%	-15%	1%	-9%	3	5%
Cc1cc(C)cc(NC(=O)C(c2ccccc2)N2CCCC2)c1 (centres undefined)	-10%	-2%	10%	0%	-10%	-1%	-6%	-7	7%
CN(C)c1ccc(/C=N/n2c(-c3ccccc3Br)n[nH]c2=S)cc1	-20%	-16%	-1%	3%	-10%	-11%	-17%	-3	58%[activator]
Cc1ccc(OCC(=O)N2CCN(S(=O)(=O)c3ccc(Cl)cc3)CC2)c([N+](=O)[O-])n1	-8%	27%[57.1 µM]	-1%	-1%	-1%	6%	-19%	-8	5%
O=C(C=Cc1ccc2c(c1)OCO2)c1ccccc1	-10%	.	.	20%	.	.	?	-1	?
COCCOC(=O)c1c(C)oc2cc(Br)c(OCC(N)=O)cc12	-16%	45%	7%	-4%	0%	-14%	-5%	-6	23%
O=C(NNC(=O)c1ccc2ccccc2c1)c1ccc(Cl)c(Cl)c1	-15%	.	.	-4%	.	.	2%	-6	-16%
CC(C)c1ccc(-c2nnn(Cc3nc4ccccc4s3)n2)cc1	-14%	-1%	0%	4%	5%	-10%	-12%	-6	5%
Cc1nc2ccccc2c2c1C(=O)N(C(C)C)C2=O	-1%	-13%	0%	-2%	-12%	-4%	5%	-3	12%
O=c1[nH]c(-c2ccc(F)cc2)nc2c1sc(=S)n2-c1ccccc1	1%	4%	2%	-2%	-8%	?	-25%	-12	7%
O=C(Nc1cccnc1)c1ccc(Oc2ccccc2)cc1	-12%	7%	-3%	-8%	-13%	-5%	2%	-1	0%
O=S(=O)(c1ccccc1)N1CCN(c2ccnc3cc(Cl)ccc23)CC1	-4%	-4%	-5%	-4%	-19%	-4%	-7%	-3	40%[activator]
CN(C)Cc1cc(C(C)(C)c2cc(CN(C)C)c(O)c(CN(C)C)c2)cc(CN(C)C)c1O	-14%	-6%	-1%	-4%	-3%	7%	1%	1	4%
CC(=O)Nc1c(Cl)cc2c(c1Cl)Cc1cc(C#N)ccc1-2	-20%	.	.	-5%	.	.	-5%	-2	?
CC(=O)c1c(COC(=O)c2ccccc2)nc2ccccc2[n+]1[O-]	-1%	7%	4%	-1%	-14%	-5%	-13%	-13	5%
Clc1ccc(CNC23CN4CN(CN(C4)C2)C3)c(Cl)c1	-9%	-23%	0%	-4%	-1%	3%	-8%	-7	16%
O=S(=O)(NC1=NCCCCC1)c1ccc(Cl)cc1	0%	0%	-8%	6%	-6%	-1%	-2%	-12	82%[activator]
CCN1C(=O)c2cccc3c(S(=O)(=O)NCc4ccco4)ccc1c23	-15%	1%	-4%	0%	52%[activator]	2%	-12%	29	32µM*
c1coc(-c2nc3c([nH]2)CCc2nonc2-3)c1	-4%	0%	-2%	-7%	-3%	2%	-9%	-6	54%[activator]
CN(Cc1cccc(Cl)c1)C(=O)C1CCN(C(=O)Nc2ccccc2)CC1	-5%	.	2%	0%	.	.	2%	-17	0%
CCCCNC(=O)CCC(=O)N1CCN(C(c2ccccc2)c2ccccc2)CC1	6%	18%	-2%	1%	5%	-8%	1%	1	-10%

One compound at a time, from the list above:
CN(C)c1ccc(/C=N/n2c(-c3ccccc3Br)n[nH]c2=S)cc1 across the screens: POLK inh: -20%; POLB inh: -16%; APEX1 inh: -1%; Glioma ERSR ind: 3%; Anesthetic bind: -10%; BLM helicase inh: -11%; Pol eta inh: -17%; LDHA block: -3; POLI inh: 58%[activator]
COc1cccc(O)c1CN1CCC(n2nccc2NC(=O)c2ccc3c(c2)OCO3)CC1 across the screens: POLK inh: -5%; POLB inh: 34%; APEX1 inh: 10%; Glioma ERSR ind: -5%; Anesthetic bind: -7%; BLM helicase inh: -6%; Pol eta inh: -22%; LDHA block: -2; POLI inh: 25%

A portion of the library; the hit share may differ from the screen's.
